Source: PubChem
BRCA1 expr up – increases BRCA1 expression; MCF7-BRCA1-FFLuc reporter, luminescence, 48 h; response scale: scaled: vehicle 0%, 10 µM genistein 100%; Potency, µM (top dose mostly 46.1 µM), for the others: at the top dose activation, actives largely listed as activators; 380,000 compounds, 1.1% hits; AID 624202; active = well fitted activation curve with a large enough effect; inconclusive = small, poorly fitted or top-dose-only effect; inactive = no such curve, though single readings can be large or run the other way; note: nearly all actives have a fitted effect of over 80% in size; some results filed as inactive show a strong effect at the top dose
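Reporter cells (MCF7, BRCA1 promoter-firefly luciferase) received library compounds across a concentration series for 48 h. End-point luminescence was measured and concentration-effect curves derived after normalization.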
The depositor's hits bear a star; [ ] = another dose, or the depositor's remark. Potency is the fitted concentration of half-maximal effect.

How did Cc1cc(F)ccc1C(O)c1ncc(-c2ccc(Cl)cc2)[nH]1 (configuration not stated) do in these assays?
BRCA1 expr up: -2%

What do the screens show for `Cc1cc(C)c(C#N)c(Sc2nc(C)c([N+](=O)[O-])c(C)c2C#N)n1`?
BRCA1 expr up: -40%

What do the screens show for `COc1ccc(C(=O)c2oc3ccccc3c2NC(=O)c2ccc(F)cc2)cc1`?
BRCA1 expr up: 9%

How did OC(c1ccc(F)c(F)c1)c1nc(-c2cnc3ccccc3c2)cs1 (configuration not stated) do in these assays?
BRCA1 expr up: 48%

Results for COc1ccc(CCNC(=O)Nc2ccc3c(c2)c(=O)n(C)n3Cc2ccc(Cl)cc2)cc1OC ?
BRCA1 expr up: -17%

How did Cc1ccc(-c2nc3ccccc3o2)cc1NC(=O)C(C)Oc1ccccc1 (configuration not stated) do in these assays?
BRCA1 expr up: -10%

Results for CCCNC(=O)c1cc(C2CCCN(C(=O)c3cc(F)ccc3C)C2)on1 (configuration not stated) ?
BRCA1 expr up: 10%

How did Cc1cccc(Cn2cccc2CNS(=O)(=O)c2ccc(Br)cc2)c1 do in these assays?
BRCA1 expr up: -1%

Results for CCCN(C(=O)CCc1nc(-c2ccc(OC)cc2)no1)c1ccccc1F ?
BRCA1 expr up: -30%

How did CC(C)CC(NC(=O)OCc1ccccc1)C(=O)NC(Cc1c[nH]c2ccccc12)C(=O)O (configuration not stated) do in these assays?
BRCA1 expr up: 26%

What do the screens show for `O=C1CC(c2cccc(Cl)c2Cl)c2cc3c(cc2N1)OCCO3` (configuration not stated)?
BRCA1 expr up: 11%

How did COc1ccc(N2CCN(C(=O)c3ccc4c(c3)N(Cc3ccc(F)cc3)C(=O)c3ccccc3S4=O)CC2)cc1 (configuration not stated) do in these assays?
BRCA1 expr up: 21%

How did COc1ccc(NC(=O)CSc2nc3ccccc3nc2Cc2ccc(C)cc2)cc1Cl do in these assays?
BRCA1 expr up: 1%

What do the screens show for `COc1ccc(CNc2nc(-c3ccccc3)nn2S(=O)(=O)c2ccccc2)cc1`?
BRCA1 expr up: inconclusive

Results for CC(=O)Nc1cc(-c2ccc(F)cc2)cn2c(-c3ccc(F)cc3)cnc12 ?
BRCA1 expr up: -19%

Results for CC[N+](C)(C(=O)O)/C(=C\c1ccccc1)c1ccnc2ccccc12 (configuration not stated) ?
BRCA1 expr up: 1%

Results for COc1ccc(C2Nc3ccc(NC(=O)CO)cc3C(=O)N2Cc2cccc(Cl)c2)cc1COc1ccc(NC(C)=O)cc1 (configuration not stated) ?
BRCA1 expr up: -48%

Results for Cc1cccc(NC(=O)CN2C(=O)c3cccc4cccc2c34)c1C ?
BRCA1 expr up: 8%

What do the screens show for `CCOC(=O)C1(C)CCN1C(=O)c1ccccc1` (configuration not stated)?
BRCA1 expr up: 12%

How did O=C(C[N+]12CN3CN(CN(C3)C1)C2)c1ccc(Cl)cc1 do in these assays?
BRCA1 expr up: 8%

What do the screens show for `O=C(C[n+]1cccc(C(=O)Nc2ccccc2)c1)c1ccccc1`?
BRCA1 expr up: 23%

Results for CCOc1ccc(Cl)cc1-c1cc(C(=O)Nc2cc(OC)ccc2OC)[nH]n1 ?
BRCA1 expr up: -24%

What do the screens show for `COc1ccc(S(=O)(=O)N(CC(=O)N(C)Cc2ccccc2)c2ccc(Cl)cc2)cc1`?
BRCA1 expr up: 0%

Results for CSc1nn(CC(=O)Nc2ccccc2F)c(N)c1S(=O)(=O)c1ccccc1 ?
BRCA1 expr up: 0%

What do the screens show for `CN(C)c1nc(N)nc(CSc2nnnn2-c2ccc(Cl)cc2)n1`?
BRCA1 expr up: 0%

What do the screens show for `CCOc1ccc(C(CC(=O)Nc2cc(C)c(Cl)cc2OC)N2Cc3ccccc3C2=O)cc1OC` (configuration not stated)?
BRCA1 expr up: -7%

What do the screens show for `Cc1ccc(C(O)c2ncc(-c3cccc(F)c3)[nH]2)cc1` (configuration not stated)?
BRCA1 expr up: 55%

Results for Cc1nc([N+](=O)[O-])cn1CC(=O)c1ccc2c(c1)OCCO2 ?
BRCA1 expr up: 26%

Results for CC(C)(C)S(=O)N1Cc2cc(C(=O)NCc3ccc(Oc4ccccc4)cc3)nc(-c3cccc(-c4cc5ccccc5o4)c3)c2[C@@H]1CCO (some centres not stated) ?
BRCA1 expr up: -44%

How did OC(c1ccc2c(c1)OCO2)c1ncc(-c2ccc(Cl)cc2)[nH]1 (configuration not stated) do in these assays?
BRCA1 expr up: 17%

How did Cc1nc2c(c(C)nn2C(C)(C)C)c(C)c1CCC(=O)Nc1ccc(F)cc1 do in these assays?
BRCA1 expr up: 3%

What do the screens show for `COc1ccc(-c2nnc(SC(C)C(=O)O)o2)cc1` (configuration not stated)?
BRCA1 expr up: 0%

How did Cc1ccc2c(c1)c1c(c(=O)n(Cc3ccccc3)c(=O)n1CC(=O)Nc1ccccc1F)n2C do in these assays?
BRCA1 expr up: 5%

Results for COc1ccc(CCNC(=O)c2cn(C)c3ccc(S(=O)(=O)N(C)C)cc3c2=O)cc1OC ?
BRCA1 expr up: 3%

What do the screens show for `CCOc1ccc(OCC)c(NC(=O)C2CCN(c3nnc(-n4cccc4)s3)CC2)c1`?
BRCA1 expr up: -32%

How did CC1(C(=O)NCc2ccccc2)Cc2c(-c3ccccc3)ccnc2O1 (configuration not stated) do in these assays?
BRCA1 expr up: -41%

What do the screens show for `COc1ccccc1CNC(=O)CCn1c(=O)c2ccccc2n(CC(=O)Nc2cccc(Cl)c2)c1=O`?
BRCA1 expr up: 0%

Results for Cc1ccc([N+](=O)[O-])cc1NC(=O)CN(c1ccccc1)S(=O)(=O)N(C)C ?
BRCA1 expr up: 0%

Results for CCCN1CNc2c(c(=O)[nH]c(=S)n2CCc2cc(Cl)ccc2Cl)C1 ?
BRCA1 expr up: 0%[36.9 µM]

Results for O=C1O/C(=C\c2ccc(O)cc2)C(O)=C1c1ccc(O)cc1 ?
BRCA1 expr up: 13%

What do the screens show for `O=C(CCNS(=O)(=O)c1ccc2c(c1)CCN2C(=O)C1CC1)Nc1ccc(Cl)cc1`?
BRCA1 expr up: -5%

Results for O=C(Cn1c(=O)n(Cc2ccco2)c(=O)c2ccccc21)Nc1cccc(F)c1 ?
BRCA1 expr up: 0%

How did CCCCc1nn2c(=O)cc(COC(=O)c3cccs3)nc2s1 do in these assays?
BRCA1 expr up: 2%

How did COc1cc(OC)nc(Nc2nc(C(C)N)cs2)n1 (configuration not stated) do in these assays?
BRCA1 expr up: 0%

What do the screens show for `CCCN(C(=O)c1cc2c(=O)oc3ccc(C)cc3c2s1)c1ccc(OCC)cc1`?
BRCA1 expr up: 2%

What do the screens show for `CCc1nc2c(OCc3ccccc3C(=O)OC)cccn2c1N(C)C(=O)Nc1ccccc1OC`?
BRCA1 expr up: -23%

Results for CCc1nc2ccc(C(=O)NCCCN(C)C)cn2c1N(C)CCCc1ccccc1 ?
BRCA1 expr up: -6%

How did C[C@@H]1O[C@H](C2CCCCC2)Cc2[nH][nH]c(=O)c21 do in these assays?
BRCA1 expr up: 12%

Results for Cc1cccc(C(=O)OCc2cc(=O)n3ccsc3n2)c1 ?
BRCA1 expr up: 0%

How did CCc1ccccc1N1C(=O)N(CC(=O)c2ccc(OC)cc2)c2ccccc2S1(=O)=O do in these assays?
BRCA1 expr up: -7%

Results for c1ccc(SC23CCCCN(CCC2)[C@]32CO2)cc1 (some centres not stated) ?
BRCA1 expr up: 17%

How did Cn1c(=O)oc2cc(S(=O)(=O)N3CCCC(C(=O)NCc4ccc(F)cc4)C3)ccc21 (configuration not stated) do in these assays?
BRCA1 expr up: 2%

What do the screens show for `CCOC1=C2[C@H](c3cccc(Cl)c3)N(S(=O)(=O)c3ccc(C)cc3)C[C@H]2n2c(=O)n(-c3ccccc3)c(=O)n2C1`?
BRCA1 expr up: 5%

Results for Cc1cc(C)cc(C(=O)Nc2c(C(=O)Nc3ccccc3F)oc3ccccc23)c1 ?
BRCA1 expr up: 5%

How did O=C1NC[C@@H](CCCCN2CCN(CC3CCCCC3)C(=O)C2=O)N(Cc2ccccc2)C1=O do in these assays?
BRCA1 expr up: 21%

How did COCCCNC(=O)c1ccc(Cn2c(=O)c3ccccc3n(Cc3ccc(Cl)cc3)c2=O)cc1 do in these assays?
BRCA1 expr up: 7%

Results for CC(O)(c1ccccc1)c1nc(-c2ccccc2)cs1 (configuration not stated) ?
BRCA1 expr up: 7%

Results for Cc1ccc(-c2cnc(NCc3c(F)cccc3Cl)n2C)cc1 ?
BRCA1 expr up: 21%

Results for CCOC(=O)C1(C)CCN1C(=O)c1ccc(C(F)(F)F)cc1 (configuration not stated) ?
BRCA1 expr up: 22%

Results for CC(=O)Nc1cc(C(=O)NCc2ccc(C)cc2)ccc1S(=O)(=O)c1ccc(Cl)cc1 ?
BRCA1 expr up: -6%

How did CC(N)c1csc(NC(=O)c2cc(C(C)(C)C)nn2Cc2ccccc2)n1 (configuration not stated) do in these assays?
BRCA1 expr up: -53%

How did NCc1csc(NC(=O)Nc2cccc(Cl)c2)n1 do in these assays?
BRCA1 expr up: 6%

Results for O=C1/C(=C/c2ccc(S(=O)(=O)O)cc2S(=O)(=O)O)CCc2ccccc21 ?
BRCA1 expr up: 9%

Results for CCc1cccc(NC(=O)c2ccc3c(=O)n4nc(Nc5ccccc5OC)sc4nc3c2)c1 ?
BRCA1 expr up: 11%

What do the screens show for `CCCCCCn1cc(CN2CC(N(C)C)CS2(=O)=O)nn1` (configuration not stated)?
BRCA1 expr up: 23%

What do the screens show for `Cn1c(=O)c2cc(NC(=O)NCCc3cccs3)ccc2n1Cc1ccccc1`?
BRCA1 expr up: -12%

Results for Cc1cccc(C)c1Cn1c(C)c(C(=O)NCc2ccccc2C(F)(F)F)sc1=O ?
BRCA1 expr up: 0%

Results for CCOC(=O)C1(C)CCCCCN1C(=O)c1ccc(OC)cc1 (configuration not stated) ?
BRCA1 expr up: -2%

What do the screens show for `CCSc1ncc(Cl)c(C(=O)Nc2sc3c(c2C(=O)NCCOC)CCCC3)n1`?
BRCA1 expr up: 9%

What do the screens show for `Cc1ccc(Nc2ncnc3c2cnn3-c2ccccc2)c(C)c1`?
BRCA1 expr up: 48%

Results for CCCCOCCCNC(=O)C[C@@H]1C[C@@]2(C(=O)OCC)CCC=C2N(Cc2ccc(Cl)cc2Cl)C1=O ?
BRCA1 expr up: -56%

Results for COc1cc(C(=O)Nc2ccc3nc(SCc4ccc(C)cc4)sc3c2)cc(OC)c1OC ?
BRCA1 expr up: 1%

How did COC(=O)c1sc(N2C(=O)c3oc4ccc(F)cc4c(=O)c3C2c2ccc(C)cc2)nc1C (configuration not stated) do in these assays?
BRCA1 expr up: -1%

Results for CSc1ccc(NC(=O)C2(C)CCN2C(=O)c2cc(C)n(C)n2)cc1 (configuration not stated) ?
BRCA1 expr up: 7%

How did CCOC(=O)[C@]12CCC=C1N(Cc1ccc(Cl)cc1Cl)C(=O)[C@H](CC(=O)N1CCSCC1)C2 do in these assays?
BRCA1 expr up: -9%

Results for Cc1cn2c(=O)cc(COc3ccccc3NC(=O)c3ccc(Cl)cc3)nc2s1 ?
BRCA1 expr up: 11%

What do the screens show for `CCOC(=O)C1=CCC(c2cccc(C)c2)N(S(=O)(=O)c2ccc(C)cc2)C1` (configuration not stated)?
BRCA1 expr up: -20%

How did COc1ccccc1C(NC(=O)C1CCN(CCc2ccc(Br)cc2)CC1)c1ccccn1 (configuration not stated) do in these assays?
BRCA1 expr up: 17%

What do the screens show for `CC(C)(C)CN1C(=O)C(=O)NC[C@@H]1CC1CCCCC1`?
BRCA1 expr up: 1%

What do the screens show for `O=C(Nc1cccc(Cl)c1)c1csc([C@H]2C[C@H](O)[C@@H](CO)O2)n1`?
BRCA1 expr up: inconclusive

Ordered by count of non-hydrogen atoms (largest number first): some entries from above
Results for CCCCOCCCNC(=O)C[C@@H]1C[C@@]2(C(=O)OCC)CCC=C2N(Cc2ccc(Cl)cc2Cl)C1=O ?
BRCA1 expr up: -56%

Results for COc1cc(C(=O)Nc2ccc3nc(SCc4ccc(C)cc4)sc3c2)cc(OC)c1OC ?
BRCA1 expr up: 1%

What do the screens show for `CC(C)(C)CN1C(=O)C(=O)NC[C@@H]1CC1CCCCC1`?
BRCA1 expr up: 1%

(next part)
Results for CCOC(=O)C1(C)CCCN(C(=O)c2ccccc2F)C1 (configuration not stated) ?
BRCA1 expr up: 1%

Results for COc1ccc(S(=O)(=O)N2CCN(Cc3ccc4c(c3)OCO4)CC2)cc1OC ?
BRCA1 expr up: -9%

What do the screens show for `CC(=O)Nc1ccc(NC(=O)C2Cc3c(-c4ccco4)ccnc3O2)cc1` (configuration not stated)?
BRCA1 expr up: 13%

Results for Clc1cccc(CNc2ccn3nc(-c4cccc(OCc5ccccc5)c4)cc3n2)c1 ?
BRCA1 expr up: -56%

Results for COc1ccc(-c2noc(CSc3nnc(C)n3-c3ccc(C)cc3)n2)cc1OC ?
BRCA1 expr up: -23%

Results for C1=Nc2ccccc2/C1=C/c1c[nH]c2ccccc12 ?
BRCA1 expr up: -22%

How did CCCCOc1ccc(C(=O)N2CCN(CCc3ccncc3)CC2)cc1 do in these assays?
BRCA1 expr up: 0%

Results for CCOc1ccc(N(CC(=O)Nc2ccc(OC)cc2)S(=O)(=O)c2ccc(Cl)cc2)cc1 ?
BRCA1 expr up: 2%

Among those listed so far, four contain a tert-butyl group:
Results for CC(C)(C)S(=O)N1Cc2cc(C(=O)NCc3ccc(Oc4ccccc4)cc3)nc(-c3cccc(-c4cc5ccccc5o4)c3)c2[C@@H]1CCO (some centres not stated) ?
BRCA1 expr up: -44%

How did Cc1nc2c(c(C)nn2C(C)(C)C)c(C)c1CCC(=O)Nc1ccc(F)cc1 do in these assays?
BRCA1 expr up: 3%

How did CC(N)c1csc(NC(=O)c2cc(C(C)(C)C)nn2Cc2ccccc2)n1 (configuration not stated) do in these assays?
BRCA1 expr up: -53%

What do the screens show for `CC(C)(C)CN1C(=O)C(=O)NC[C@@H]1CC1CCCCC1`?
BRCA1 expr up: 1%

Some of the compounds tested. The share of hits here may be higher or lower than overall.
